# T cell modulator – modulators of CD8 T cell-vesicle binding, primary screen, mouse 2C CD8+ T cells, flow cytometry; 2C CD8+ T cell-vesicle binding; stronger effect = lower value; calls only at 7 µM; 0.068% of 330,000 active; AID 2052, 2009;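 active = response, share of CD8 T cells binding vesicles, and their 90th percentile fluorescence all below set limits, cut at about 80% in these data, passing the limit was not always enough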
#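 Also added: QL9-peptide-loaded Drosophila micro-vesicles bearing Ld, ICAM-1 and B7-1; Test system: purified 2C TCR transgenic mouse naive CD8+ T cells; Measured by: cytometric PE anti-B7-1 and Alexa647 anti-CD8 signals after 1% paraformaldehyde fixation; Timing: binding step 1.5 h, 37 °C, antibody labelling 20 min, ice.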
# Insulin prom up – insulin promoter activators in MIN6 cells, imaging, high-content screening, mouse beta cells; z-score at 5 µM; MIN6 insulin promoter-GFP reporter; stronger effect = higher value; 0.3% of 190,000 active;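 active = z-score above 3 at 5 µM with at least 500 cells counted in the well; inconclusive = wells under 500 cells, flagged as cytotoxic or low count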
# Autophagy mod – autophagy modulators in MEF cells, primary screen, imaging, high-content, MEF GFP-LC3. MEF GFP-LC3 puncta imaging; test concentration mostly 10 µM. calls only at 10 µM (by protocol). 0.98% of 190,000 active;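 active = percentage of spot-positive cells more than 3 SD above its plate mean, without a fluorescence outlier flag or 80% toxicity; inconclusive = no clear call, values can overlap the other calls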;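 also: spot-positive cell cutoff set from DMSO-treated cells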
# Myeloid diff 2 – induction of myeloid progenitor differentiation, primary screen, cell-based, flow cytometry, MLPCN library. calls only at 10 µM. ER-HoxA9 myeloid progenitors, lysozyme-GFP differentiation. AID 624256, 2012. 1% of 360,000 active;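 active = normalized GFP-positive differentiation at or above the plate's own cutoff, the solvent-only control mean plus 3 SD; inconclusive = no clear call, values can overlap the other calls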;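 also: cells exposed to compound for four days before flow analysis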
# Lipid droplet – inhibitors of hepatocyte lipid droplet formation, primary screen, imaging, high-throughput imaging, BODIPY stain; inhibition, % at 6.5 µM; 0.4% of 240,000 active; AML12 mouse hepatocytes, oleate lipid droplets;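 active = lipid droplet intensity inhibited by at least 50%, with more than 500 cells counted; inconclusive = wells with under 300 cells, treated as cytotoxic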
#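 Technique: fluorescence imaging, 20x objective, two fields per well / Assay system: AML12 hepatocytes (mouse) / Measure: % inhibition of lipid droplet signal / Doses: 6.5 µM single-point dosing / Incubation: overnight exposure / Reagent: 100 µM oleic acid challenge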
# bCat nuc transl – modulators of beta-catenin nuclear translocation, primary screen, imaging, HeLa cells, immunofluorescence, high-content; 0.3% of 190,000 active; AID 1665, 2009; nuclear translocation activity, % at 5 µM;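 active = nuclear translocation activity above 50% at 5 µM, with a well cell count of 50 or more; inconclusive = wells under 50 cells across six images, flagged as toxic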;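 also: per-cell ratio of nuclear to cytoplasmic median beta-catenin stain intensity; plate controls were DMSO negative control for no effect and GSK-3 inhibitor IX positive control for full effect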
#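 Signal – beta-catenin immunofluorescence imaging with DAPI · Test system – human HeLa cell line · Dosing – 5 µM primary single dose, 0.1% DMSO, 0.02–20 µM confirmation series · Measure – % activation, nuclear-to-cytoplasmic median beta-catenin signal ratio per cell · Incubation – 24 h compound exposure at 37°C, 5% CO2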
# WT yeast gro inh – growth inhibition of WT strain, primary screen, mitochondrial fusion inhibitor project, WT and mutant strains, chemical genetic; mitochondrial fusion phenotypic screen; inhibition, % at 10 µM; 2.1% of 190,000 active; in the data active = inhibition above about 58%; tested in S. cerevisiae
# West Nile antiviral – West Nile virus antiviral activity, cell-based, CPE readout (AID 1621). West Nile virus-infected cells, CPE inhibition; higher % means a stronger effect. CPE inhibition, % at 10 µM; hits with a dose series show IC50 in µM. 0.02% of 290,000 active; in the data active = a potency from the dose series; inconclusive = CPE inhibition mostly from about 3.7% at the one dose, without a potency; inactive = the rest, 99 in 100 with CPE inhibition below about 2.2%; also: strong numbers were not always called active
# MT stabilizer – microtubule stabilizers in HeLa cells, primary screen, imaging, high-content imaging; HeLa tubulin immunostaining HCS, 24 h; share of cells brighter than vehicle mean+2SD; % tubulin-high responders, % at 10 µM; 0.83% of 200,000 active; AID 2205, 2009;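 active = plate Z-score above 3 for both tubulin-high and condensed-nucleus cell shares, with cell loss under 80%, at 10 µM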;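 also: anti alpha tubulin signal scored within the nucleus-defined area of each cell; some results filed as inactive read as strong as hits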
# WT yeast gro inh mutant strain – recorded beside WT yeast gro inh, whose call it bears; inhibition, %; mitochondrial fusion phenotypic screen, mutant strain inhibition
# Insulin prom up cell count – second read-out of Insulin prom up, no call of its own (marks repeat the call); cell count; measured here: cytotoxicity, nuclei count;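 total cells summed across four imaged fields per well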
# Lipid droplet cells 6.5 µM – second read-out of Lipid droplet, no call of its own (marks repeat the call); cell count; measured here: cell count, cytotoxicity flag;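 cells counted across two imaged fields per well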
# bCat nuc transl cell count 5 µM – also measured in bCat nuc transl; calls as there; cell count; measured here: cell count, cytotoxicity flag
# T cell modulator vesicle-bound % – further read-out of T cell modulator, marked with its call; double positive events, %; measured here: CD8+ vesicle-bound cell fraction;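 binding gate set so that unloaded-vesicle control wells show 10% double positive cells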
# MT stabilizer Hoechst-high % – second read-out of MT stabilizer, no call of its own (marks repeat the call); % Hoechst-high responders; measured here: nuclear condensation Hoechst responders;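 share of cells brighter than vehicle mean plus two SD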
# MT stabilizer cytotoxicity % – also measured in MT stabilizer; calls as there; toxicity, %; measured here: cytotoxicity by cell density;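 0% = mean cell density of plate MIN control wells and 100% = no cells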
# Autophagy mod cell loss 18 h – further read-out of Autophagy mod, marked with its call; toxicity, %; measured here: cell loss, nuclei count;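 cell loss after 18 h compound exposure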
# Myeloid diff 2 GFP+ MAC1+ % – also measured in Myeloid diff 2; calls as there; GFP+ MAC1+ double positive, %; measured here: differentiation confirmed by MAC1 staining
# Active calls of the source: *; i = inactive; ? = inconclusive; . = not tested or not shown.
SMILES,T cell modulator,T cell modulator vesicle-bound %,Insulin prom up,Insulin prom up cell count,Autophagy mod,Autophagy mod cell loss 18 h,Myeloid diff 2,Myeloid diff 2 GFP+ MAC1+ %,Lipid droplet,Lipid droplet cells 6.5 µM,bCat nuc transl,bCat nuc transl cell count 5 µM,WT yeast gro inh,WT yeast gro inh mutant strain,West Nile antiviral,MT stabilizer,MT stabilizer Hoechst-high %,MT stabilizer cytotoxicity %
CC1CN(CCc2ccccc2)c2nc3c(c(=O)n(C)c(=O)n3C)n2C1 (stereo not drawn),i,26,.,.,.,.,i,0.9,2,634,.,.,.,.,0.7%,.,.,.
Cc1ccc(CNC(=O)c2ccc(Cn3nc(C)c(Cl)c3C)o2)cc1,i,7,-0.29,1447,i,-3,i,1.6,.,.,1.3,670,100*,63*,-0.5%,4.5,2.3,4.6
Cc1ccc(C(=O)NC(=S)Nc2cc(-c3nc4ccccc4s3)ccc2C)cc1,i,34,-0.01,1621,i,16,i,0.7,.,.,0.3,1390,-14,-28,.,6.5,2.2,9.4
O=C(Nc1cccc(C(=O)NC2CCCCC2)c1)c1ccccc1,i,32,.,.,.,.,i,1.4,8,610,.,.,.,.,-0.2%,.,.,.
S=c1[nH]nc(Cc2noc3ccccc23)n1-c1ccccc1,i,41,-0.39,1455,i,14,i,0.2,-4,765,-1.5,979,10,8,0.4%,2.9,1.8,6.1
C#CCN(C(=O)c1ccc(OC)c(OC2CCN(C(C)C)CC2)c1)C1CCCCC1,i,63,.,.,.,.,i,0.9,-6,676,.,.,.,.,-0.4%,.,.,.
COc1ccc2c(Cl)c(C(=O)NCCCn3ccnc3)sc2c1,i,60,-0.41,1197,i,5,i,6.1,-1,752,-0.5,1048,-1,-11,-0.3%,4.0,2.7,2.6
COc1cc2c(cc1OC)-c1cc(Nc3ccc(F)cc3)nc(=O)n1CC2,i,42,.,.,.,.,i,0.3,-8,857,.,.,.,.,0.0%,.,.,.
COC(=O)c1ccc(CNC(=O)c2sccc2-c2ccccc2)cc1,i,22,.,.,.,.,?,.,-6,647,.,.,.,.,0.8%,.,.,.
COC(=O)C(O)(NC(=O)NC(C)=O)C(F)(F)F (stereo not drawn),i,50,1.5,1202,i,-15,i,0.1,.,.,-1.9,934,-14,-3,-0.3%,2.2,2.2,10
O=C(CCN1C(=O)C2C3C=CC(C3)C2C1=O)N1CCN(c2ccccc2F)CC1 (stereo not drawn),i,44,-0.34,1171,i,-6,i,0.8,0,765,-1.6,1139,-7,-9,.,4.7,2.3,7.9
CS(=O)(=O)c1sc(C(=O)NC(=O)Nc2cccc(C(F)(F)F)c2)c2c1C=CCC2,i,56,-0.65,1039,.,.,i,0.4,5,729,-1.1,1323,.,.,0.3%,.,.,.
CCOC(=O)c1c(NC(=O)CN(C)C)sc(C(=O)N(CC)CC)c1C,i,64,0.89,1551,i,2,i,0.6,.,.,-0.3,1342,3,-9,-0.6%,2.9,1.0,1.9
CCOc1ccc(N(CC(=O)NCc2ccco2)C(=O)CCC(=O)Nc2nccs2)cc1,i,23,.,.,.,.,i,3.3,0,780,.,.,.,.,-0.3%,.,.,.
Cc1ccc(N(CC(=O)Nc2cc(C)cc(C)c2)S(=O)(=O)c2c(C)noc2C)cc1,i,5,.,.,.,.,i,0.7,-32,729,.,.,.,.,-0.1%,.,.,.
COc1ccc(CCNC(=O)C2CCN(C(=O)c3ccc(Cl)cc3)CC2)cc1,i,67,.,.,.,.,i,0.1,-8,863,.,.,.,.,-1.0%,.,.,.
CCOC(=O)C1CCCCN1Cc1cn(C)nc1-c1ccccc1F (stereo not drawn),i,17,-0.08,1049,.,.,i,0.0,-10,731,-0.6,1263,.,.,-0.2%,.,.,.
CC(C)c1nnc(NC(=O)CCC(=O)N2CCC(Cc3ccccc3)CC2)s1,i,62,.,.,.,.,i,1.3,-4,687,.,.,.,.,-0.4%,.,.,.
COc1cc(C(=O)NCc2ncccc2C)ccc1OC1CCN(C(C)=O)CC1,i,67,.,.,.,.,i,0.1,3,801,.,.,.,.,-0.4%,.,.,.
COc1ccc(OC)c(-c2cc(C(=O)NCCCn3ccnc3)no2)c1,i,38,-0.65,1265,i,-38,i,0.7,.,.,-5.8,921,-8,-3,?,3.7,3.4,17
COCCN(C(=O)CN1CCCc2ccccc21)c1c(N)n(Cc2ccccc2)c(=O)[nH]c1=O,i,29,0.05,1335,i,5,i,2.5,.,.,-0.5,1300,11,11,0.6%,1.7,0.8,5.0
CC(C)(C)c1ccc(OCc2cnc(Cl)s2)cc1,i,52,0.13,1500,i,22,i,0.1,4,668,-0.5,1499,36,19,-1.0%,1.3,1.6,4.7
Cn1c(CCNC(=O)c2ccccc2F)nnc1SCC(=O)Nc1ccccc1F,i,46,0.19,1499,i,4,i,0.6,0,720,0.5,1488,3,-6,0.4%,4.7,3.2,8.2
COc1ccccc1C(=O)NNC(=O)c1ccc(NC(=O)c2ccccc2)cc1,i,3,0.17,1472,i,0,i,0.7,6,706,0.6,1570,-19,-11,0.4%,2.4,1.6,7.2
Cc1ccc(C2(c3noc(CN4CCOCC4)n3)CCCC2)cc1,i,10,0.33,1450,i,-18,i,0.3,22,708,-4.2,1012,12,16,-0.2%,3.8,2.2,3.0
CCOC(=O)c1c(N)sc(N)c1C(=O)OCC,i,43,-0.06,1233,i,2,i,0.7,.,.,-1.9,567,-11,-4,-0.2%,2.6,1.3,7.9
CCCCn1nc(C(=O)Oc2ccc3c(C)cc(=O)oc3c2)c2ccccc2c1=O,i,3,0,1459,i,2,i,0.5,1,667,1.9,1075,-3,-3,0.1%,2.9,2.2,3.2
Cc1nn(Cc2cccc(F)c2)c(C)c1NC(=O)c1ccc(COc2ccccc2Cl)cc1,i,10,0.07,685,i,35,i,8.5,-3,824,3.2,988,34,7,2.7%,6.6,2.5,1.3
CC(=O)c1cnn(-c2ccccc2)c1C,i,11,-0.79,1286,i,-7,i,0.1,2,694,-0.4,1140,-54,-4,0.0%,3.8,3.2,8.4
COc1ccccc1N1CCN(C(=O)C2c3ccccc3Oc3ccccc32)CC1,i,37,-0.61,884,i,47,.,.,.,.,95*,456*,35,26,0.4%,26*,42*,49*
O=C(CSc1ccccc1C(=O)N1CCCCC1)NCC1CCCCC1,i,7,.,.,.,.,i,5.8,0,817,.,.,.,.,-0.4%,.,.,.
CSc1ccc(S(=O)(=O)N(CC(=O)NCc2ccccn2)c2ccc(C)cc2)cc1,i,23,.,.,.,.,i,0.6,18,785,.,.,.,.,-1.2%,.,.,.
O=C(O)C1CC(=O)N(c2ccc(OCc3ccccc3Cl)cc2)C1 (stereo not drawn),i,40,0.22,1199,i,0,i,0.3,8,758,-2.2,1084,1,-10,-0.3%,4.6,2.2,4.1
COc1cc(OC)cc(C(=O)N=c2sc3ccccc3n2C)c1,i,36,-0.52,1288,i,-6,i,0.8,-4,700,0.2,1086,-6,-2,0.2%,3.4,2.5,7.1
O=C(O)c1ccccc1C(=O)Nc1ccc(Oc2cccc3ccccc23)cc1,.,.,0.03,1364,i,2,i,0.0,8,734,0.3,1455,-22,-16,0.1%,5.0,3.2,4.7
CC1c2cc3c(cc2CCN1C(=O)c1cccc(Cl)c1)OCCCO3 (stereo not drawn),i,7,.,.,.,.,i,12,1,671,.,.,.,.,-0.2%,.,.,.
C[C@H](NC(=O)C1CCN(S(=O)(=O)c2ccccc2)CC1)C(=O)NCc1ccccc1,i,24,.,.,.,.,i,4.1,14,732,.,.,.,.,0.0%,.,.,.
c1cnc(N2CCN(Cc3c[nH]c4ccccc34)CC2)nc1,i,30,-1.6,967,i,0,.,.,.,.,-0.6,948,-7,7,-0.2%,2.5,1.8,3.2
CC(C)(C)c1ccc(/C=C/C(=O)Nc2cccnc2)cc1,i,31,.,.,.,.,i,0.2,4,414,.,.,.,.,-0.6%,.,.,.
Cn1cnc(S(=O)(=O)N2CCN(c3ccc(Cl)cc3)CC2)c1,i,22,.,.,.,.,i,2.2,7,732,.,.,.,.,0.0%,.,.,.
Cc1cc(C)c(S(=O)(=O)Nc2nnc(CC(C)C)s2)c(C)c1,i,41,.,.,.,.,i,0.8,-1,788,.,.,.,.,0.4%,.,.,.
O=C(Nc1ccc(O)c(-c2nc3ccccc3s2)c1)C1=COCCO1,i,52,0.1,1234,i,0,i,1.1,0,586,2.7,477,3,8,-0.3%,1.3,2.3,5.7

# Of the compounds above, these have a COOH group.
SMILES,T cell modulator,T cell modulator vesicle-bound %,Insulin prom up,Insulin prom up cell count,Autophagy mod,Autophagy mod cell loss 18 h,Myeloid diff 2,Myeloid diff 2 GFP+ MAC1+ %,Lipid droplet,Lipid droplet cells 6.5 µM,bCat nuc transl,bCat nuc transl cell count 5 µM,WT yeast gro inh,WT yeast gro inh mutant strain,West Nile antiviral,MT stabilizer,MT stabilizer Hoechst-high %,MT stabilizer cytotoxicity %
O=C(O)C1CC(=O)N(c2ccc(OCc3ccccc3Cl)cc2)C1 (stereo not drawn),i,40,0.22,1199,i,0,i,0.3,8,758,-2.2,1084,1,-10,-0.3%,4.6,2.2,4.1
O=C(O)c1ccccc1C(=O)Nc1ccc(Oc2cccc3ccccc23)cc1,.,.,0.03,1364,i,2,i,0.0,8,734,0.3,1455,-22,-16,0.1%,5.0,3.2,4.7
